High-throughput results deposited in PubChem by several laboratories.
GRK2 inh: blocks RNA aptamer binding to human GRK2; P25098; bead flow cytometry, FAM-aptamer displacement from GRK2; inhibition of aptamer binding, % at 10 µM; hit rate 0.59% among 330,000;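 active means inhibition of aptamer binding above 40%, roughly 3 SD of noise, on plates passing a quality check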;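 further: median bead fluorescence of bound FAM aptamer so fluorescent compounds give negative values; no value below 0 was filed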
Bcl-xL primary: Bcl-xL (human) inhibition; hit rate 0.7% among 320,000; inhibition, % at 10.9 µM; GST-Bcl-xL / FITC-Bim BH3 peptide fluorescence polarization; Q07817;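 active means inhibition above the mean of all tested compounds plus 3 SD, cutoff set per campaign, cut at about 30% in these data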;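 further: 0% = DMSO wells and 100% = unlabeled Bim-BH3 peptide competitor; inhibitors lower millipolarization by displacing the labeled peptide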
Target sequence (Q07817 whole entry, looked up): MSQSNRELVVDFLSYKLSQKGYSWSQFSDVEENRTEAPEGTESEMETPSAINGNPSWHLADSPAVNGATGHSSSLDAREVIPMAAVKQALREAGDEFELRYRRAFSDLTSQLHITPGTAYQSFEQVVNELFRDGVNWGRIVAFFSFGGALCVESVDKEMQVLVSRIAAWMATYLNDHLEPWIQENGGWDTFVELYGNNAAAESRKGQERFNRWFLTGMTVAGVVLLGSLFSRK
VLA-4 inh: inhibition in a human VLA-4 binding assay; VLA-4 expressing cells, ligand binding flow cytometry; AID 2557; hit rate 0.2% among 330,000; P13612; inhibition, % (about 7 µM as worked out from the volumes in the protocol); in the data active means inhibition above about 50%
MEX-5 binding: C. elegans MEX-5 TCR-2 RNA binding activity; Q9XUB2; MEX-5/FITC-TCR2 RNA binding, fluorescence polarization; stronger effect = lower value; activity score (negative = inhibition of binding), % at 10 µM; hit rate 0.38% among 300,000; AID 1832;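 active means inhibition past about -25% in most replicates, and total fluorescence under double the plate's negative control median, limit read from the data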;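 further: 0% = DMSO and -100% = 5 µM competing unlabeled TCR2 RNA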
Efflux pump mplx: blocks antifungal efflux pumps in multiplex yeast assay. S. cerevisiae Candida pump triplex, Nile Red efflux. inhibition, % at 10 µM. hit rate 0.44% among 330,000. AID 485275;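 active means plate passing quality check with inhibition over a set limit, or well fluorescence over plate mean plus 4 SD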;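 further: Nile Red retained in pooled yeast measured as flow cytometry median fluorescence; 0% = buffer negative control and 100% = Enniatin B positive control; higher means more Nile Red kept so more efflux inhibition; some compounds called inactive have numbers as strong as hits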
PME-1 primary: PME-1 (human) inhibition; recombinant PME-1, FP-Rh probe fluorescence polarization; Q9Y570; hit rate 0.53% among 320,000; inhibition, % at 5.9 µM;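 active means inhibition above the campaign mean of all compounds plus 3 SD, cut at about 26% in these data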;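 further: competitive labeling of PME-1 active site by serine hydrolase directed probe; 0% = PME-1 with DMSO and 100% = wells lacking PME-1 enzyme; inhibitors block probe labeling so polarization falls and inhibition rises; many of its hits are not listed in these tables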
Fam108B counter: Fam108B inhibition, counter-screen for RBBP9 inhibitors | recombinant Fam108B, FP-Rh probe fluorescence polarization | hit rate 0.33% among 300,000 | inhibition, % at 9.51 µM;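 active means inhibition above the screen mean inhibition plus 3 SD, computed separately per campaign, cut at about 18% in these data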;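 further: inhibitors lower polarization as less probe binds the enzyme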
GLD-1 TGE inh: GLD-1-TGE RNA interaction inhibition (C. elegans); Q17339; purified GLD-1 + fluorescein TGE RNA, fluorescence polarization; inhibition, % at 5.96 µM; hit rate 0.44% among 320,000; AID 2280;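 active means percent inhibition above a per-plate cutoff, the plate mean of test compounds plus 3 SD, cut at about 30% in these data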;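 further: 0% = DMSO wells with GLD-1 and probe and 100% = wells lacking GLD-1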
Target sequence (Q17339 whole entry, looked up): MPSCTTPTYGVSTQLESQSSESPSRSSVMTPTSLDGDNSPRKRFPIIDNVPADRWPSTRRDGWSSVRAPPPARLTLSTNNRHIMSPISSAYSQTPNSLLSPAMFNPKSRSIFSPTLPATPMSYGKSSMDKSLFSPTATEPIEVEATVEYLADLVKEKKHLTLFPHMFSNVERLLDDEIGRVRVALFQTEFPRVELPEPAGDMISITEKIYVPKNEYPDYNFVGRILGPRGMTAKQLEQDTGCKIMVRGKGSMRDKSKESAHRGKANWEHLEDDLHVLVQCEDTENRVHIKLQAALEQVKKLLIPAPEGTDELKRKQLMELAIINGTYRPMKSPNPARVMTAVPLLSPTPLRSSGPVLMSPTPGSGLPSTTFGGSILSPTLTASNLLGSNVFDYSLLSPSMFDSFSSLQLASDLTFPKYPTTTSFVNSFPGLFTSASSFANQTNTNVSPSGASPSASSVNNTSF
MCL1 BIM primary: disrupts human MCL1 binding to BIM-BH3 peptide. inhibition, % at 10.9 µM. hit rate 0.68% among 320,000. GST-MCL1 / FITC-Bim-BH3 fluorescence polarization;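 active means inhibition above the mean inhibition of all tested compounds plus 3 SD, set per campaign, cut at about 40% in these data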;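 further: 0% = DMSO wells and 100% = unlabeled Bim-BH3 peptide control; higher means more loss of mP so more displacement of Bim peptide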
Target sequence (Q07820 whole entry, looked up): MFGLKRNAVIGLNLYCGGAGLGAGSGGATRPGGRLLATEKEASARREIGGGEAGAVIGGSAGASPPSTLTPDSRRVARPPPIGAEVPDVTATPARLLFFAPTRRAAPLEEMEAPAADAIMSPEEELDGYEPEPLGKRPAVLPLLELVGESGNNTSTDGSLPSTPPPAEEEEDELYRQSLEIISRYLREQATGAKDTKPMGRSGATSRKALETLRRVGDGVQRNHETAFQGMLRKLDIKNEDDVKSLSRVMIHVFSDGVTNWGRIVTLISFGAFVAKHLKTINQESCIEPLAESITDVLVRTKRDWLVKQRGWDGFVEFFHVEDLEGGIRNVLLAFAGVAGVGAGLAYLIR
Starred values were filed as active, the others as inactive; · = not tested or not shown. These rows are one share of the data (hit frequency here may not be typical).

SMILES	GRK2 inh	Bcl-xL primary	VLA-4 inh	MEX-5 binding	Efflux pump mplx	PME-1 primary	Fam108B counter	GLD-1 TGE inh	MCL1 BIM primary
CCc1ccc(CN(C)CC(=O)Nc2ccccc2[N+](=O)[O-])cc1	0.0	2.3	11.7	-0.4	-0.3	0.1	-0.3	-0.3	-1.2
Cc1nc(C)n(C(C)CNC(=O)c2cccc(Br)c2)n1 (stereo not given)	1.0	·	2.2	-1.6	0.0	·	·	·	·
Cc1cccc(COCCN2CCN(S(=O)(=O)c3ccccc3)CCC2=O)c1	4.0	5.9	27.6	1.7	-0.1	-0.9	1.7	2.9	-1.9
S=C(Nc1ccc(Oc2ccccc2)cc1)NC1CCCC1	0.0	4.5	2.6	2.1	-0.2	6.8	1.6	-3.9	8.7
CNC(=O)C1CC(=O)N(CCc2ccc(OC)cc2)C(=Nc2ccc(OC)cc2)S1 (stereo not given)	0.0	0.4	-1.9	-1.8	0.0	-5.2	-0.9	5.3	-1.6
CN(C)S(=O)(=O)c1cccc(C(=O)NCc2ccco2)c1	1.0	10.9	4.5	0.2	0.0	1.3	3.6	-0.9	7.0
O=C(COc1ccc2ccc(=O)oc2c1)NC1CCCCC1	1.0	-4.0	-0.8	·	0.4	1.3	·	5.6	-2.0
O=C(Nc1ccc(NC(=O)c2ccco2)cc1)c1ccc2c(c1)OCO2	2.0	7.4	-3.4	0.5	-0.1	-41.1	-27.5	5.5	-1.5
CNS(=O)(=O)c1ccc(N2CCCC2)c([N+](=O)[O-])c1	0.0	3.7	1.9	-0.8	0.3	0.9	-1.4	-0.9	-1.4
COc1ccc(NC(=O)Cn2nc(C(F)(F)F)c3c2CCCC3)c(OC)c1	0.0	4.5	21.9	-1.9	0.1	0.2	-0.3	0.8	2.4
COC(=O)c1cc(CNC(=O)c2sccc2-c2ccccc2)ccc1OC	1.0	1.4	8.0	1.7	0.2	9.6	2.4	0.4	4.2
COc1cccc(-n2c(Cc3cc(=O)[nH]c(=O)[nH]3)nnc2SCc2cccnc2)c1	0.0	8.0	41.5	0.7	0.0	-0.6	-2.8	20.6	8.9
O=C(Nc1nc(-c2ccco2)c(-c2ccco2)s1)c1c(F)cccc1Cl	3.0	5.8	9.0	·	-0.1	-1.6	·	12.1	15.4
CCC(C)(C)NC(=O)COc1ccc(C(=O)c2ccccc2)cc1	6.0	-2.7	-24.5	1.5	-0.1	-2.2	13.2	7.2	-0.4
COc1ccc(CC(=O)N(Cc2ccccc2)c2ccccc2)cc1S(=O)(=O)N1CCOCC1	0.0	-2.1	-15.7	-0.2	0.2	5.2	5.6	2.2	-10.9
NCCCCCc1nnc(SCC(=O)Nc2cccc(Cl)c2)o1	0.0	3.3	10.8	-2.3	-0.3	3.4	-2.6	2.7	6.6
CCCSC1=N/C(=C\C=C\c2ccco2)C(=O)S1	7.0	6.5	6.2	-1.9	0.0	0.3	6.3	-3.8	38.6
COc1ccc(CC(NC(C)=O)C(=O)NC2CCN(c3c4c(nc5ncnn35)CCC4)CC2)cc1OC (stereo not given)	0.0	2.9	3.9	·	0.4	1.4	3.5	-2.6	-2.2
CC(C)(C)n1nc(Cc2cccc3ccccc23)c(C#N)c1N	0.0	7.3	0.6	-0.7	-0.1	12.8	1.2	1.8	8.5
Cc1ccc(C)c(S(=O)(=O)NCC(=O)Nc2sc3c(c2C(N)=O)CCC(C)C3)c1 (stereo not given)	3.0	-0.7	-3.9	0.9	0.0	4.8	-1.0	-6.4	-0.7
COCCn1nnnc1C(C(C)C)N(Cc1cccnc1)Cc1cc2cc(OC)ccc2[nH]c1=O (stereo not given)	3.0	4.8	2.2	1.3	0.3	24.0	1.2	0.8	0.0
COC(=O)[C@@H]1C[C@@]2(O)[C@H](O)[C@H](O)[C@H](O)C[C@H]2N1Cc1cccc2ccccc12	1.0	2.3	3.1	0.7	-0.2	2.5	-0.4	1.6	5.8
Cc1nnc(SCC(=O)NC(C)(C)C)n1C1CCCCC1	0.0	-9.7	-13.8	-2.7	-0.2	1.1	-3.0	5.2	-23.5
Cc1ccc(-n2nc3c(=O)n(CC(=O)NC4CCCCC4)nc(C)c3c2C)cc1	0.0	9.5	15.2	-2.4	-0.1	-1.2	-2.8	0.3	8.8
N#C/C(=C(/O)c1ccc([N+](=O)[O-])cc1)c1nc2ccccc2[nH]1	1.0	-0.4	-0.3	0.3	-0.1	-6.4	-7.2	0.5	4.2

Part of the list above, as labelled records:
> COc1ccc(CC(NC(C)=O)C(=O)NC2CCN(c3c4c(nc5ncnn35)CCC4)CC2)cc1OC (stereo not given)
  GRK2 inh = 0.0
  Bcl-xL primary = 2.9
  VLA-4 inh = 3.9
  MEX-5 binding = ·
  Efflux pump mplx = 0.4
  PME-1 primary = 1.4
  Fam108B counter = 3.5
  GLD-1 TGE inh = -2.6
  MCL1 BIM primary = -2.2
> N#C/C(=C(/O)c1ccc([N+](=O)[O-])cc1)c1nc2ccccc2[nH]1
  GRK2 inh = 1.0
  Bcl-xL primary = -0.4
  VLA-4 inh = -0.3
  MEX-5 binding = 0.3
  Efflux pump mplx = -0.1
  PME-1 primary = -6.4
  Fam108B counter = -7.2
  GLD-1 TGE inh = 0.5
  MCL1 BIM primary = 4.2

Returning to the listing, repeating the 5 entries before the break.
SMILES	GRK2 inh	Bcl-xL primary	VLA-4 inh	MEX-5 binding	Efflux pump mplx	PME-1 primary	Fam108B counter	GLD-1 TGE inh	MCL1 BIM primary
COCCn1nnnc1C(C(C)C)N(Cc1cccnc1)Cc1cc2cc(OC)ccc2[nH]c1=O (stereo not given)	3.0	4.8	2.2	1.3	0.3	24.0	1.2	0.8	0.0
COC(=O)[C@@H]1C[C@@]2(O)[C@H](O)[C@H](O)[C@H](O)C[C@H]2N1Cc1cccc2ccccc12	1.0	2.3	3.1	0.7	-0.2	2.5	-0.4	1.6	5.8
Cc1nnc(SCC(=O)NC(C)(C)C)n1C1CCCCC1	0.0	-9.7	-13.8	-2.7	-0.2	1.1	-3.0	5.2	-23.5
Cc1ccc(-n2nc3c(=O)n(CC(=O)NC4CCCCC4)nc(C)c3c2C)cc1	0.0	9.5	15.2	-2.4	-0.1	-1.2	-2.8	0.3	8.8
N#C/C(=C(/O)c1ccc([N+](=O)[O-])cc1)c1nc2ccccc2[nH]1	1.0	-0.4	-0.3	0.3	-0.1	-6.4	-7.2	0.5	4.2
CCO[C@@H]1OC(C(=O)NCc2nc3ccccc3[nH]2)=C[C@H](c2ccccc2)[C@H]1CCCO	0.0	4.3	-3.8	-1.7	0.1	4.0	-1.5	8.1	9.5
O=C1CCCN1Cc1ccccc1	1.0	3.1	-8.8	-1.4	0.0	-3.9	-0.7	2.7	-1.8
O=C(COC(=O)CSc1ccc(F)cc1)NCC1CCCCC1	0.0	4.6	-4.8	-1.5	-2.4	3.3	2.9	-0.3	4.5
O=C1N=C2SCCN2/C1=C\c1c(Cl)cccc1Cl	1.0	9.6	0.6	1.8	-0.1	-13.5	-9.9	3.9	9.8
O=C(CSc1nnc(Cn2c(=O)sc3ccccc32)n1-c1ccccc1)N1CCOCC1	0.0	-0.8	0.7	·	0.6	0.6	-0.9	2.1	-6.4
CON/C=C(\C=Nc1ccc(Cl)cc1Cl)c1ncc(C(F)(F)F)cc1Cl	4.0	1.6	9.2	0.2	-0.1	1.4	1.9	2.8	-2.8
CN(C)C(=O)c1cc2cc([N+](=O)[O-])ccc2s1	1.0	4.1	1.7	-0.9	0.3	-2.9	-2.9	1.9	3.9
CC(=O)NCc1ccc(S(=O)(=O)N/N=C/c2ccc(Br)cc2)cc1	3.0	-0.1	-0.8	3.6	0.0	-6.4	1.7	1.8	-6.4
O=C(Nc1cccc(C(F)(F)F)c1)c1cc2c(=O)c3ccccc3oc2nc1C(F)(F)F	7.0	3.6	19.9	0.5	-0.1	3.2	-1.4	1.0	-3.1
COc1cc(C2C(C(=O)c3ccc(C)o3)=C(O)C(=O)N2Cc2cccnc2)ccc1O (stereo not given)	1.0	6.3	21.2	-1.5	0.0	-1.1	1.4	3.2	2.5
COC(=O)C(C(=O)OC)c1ncccc1[N+](=O)[O-]	0.0	3.6	13.5	0.4	0.1	-4.3	-1.6	-2.6	-0.3
Cc1ccc(Nc2[nH]c(=O)c3ccccc3c2C(=O)c2ccccc2)cc1	0.0	3.3	-10.6	2.2	-0.1	-1.1	-4.3	5.4	1.6
CCOC(=O)CSc1nnnn1-c1cc(OC)c(Cl)cc1OC	1.0	2.7	10.3	-0.1	0.0	1.9	-1.0	4.1	-1.3
O=C(Nc1ccc(F)cc1)Nc1csc2ccccc12	0.0	0.2	15.1	0.5	0.0	8.1	2.0	5.5	-3.5
O=C(Sc1ccc(Cl)cc1)c1cccc(Cn2cc(C(F)(F)F)ccc2=O)c1	3.0	3.5	9.1	-2.3	0.1	-3.5	-1.2	0.8	5.1
COc1cc(CN2CCN(C(=O)CC(C)C)CC2)cc(OC)c1O	2.0	2.1	0.1	0.5	0.0	-3.7	4.3	1.1	-0.7
O=C(Cn1ccc(NC(=O)OCc2ccccc2)nc1=O)NCc1ccccn1	1.0	4.2	0.0	·	-0.2	-7.2	·	2.9	1.7
CC(C)(C)NC(=O)C1N(c2cccnc2)C(=O)C2C(C(=O)Nc3ccccc3)C3(C)C=CC21O3 (stereo not given)	2.0	-2.9	-6.6	-1.3	0.0	0.6	-0.7	8.9	-3.4
N#C/C(=C\c1cccc(O)c1)c1nc2ccccc2o1	0.0	-4.1	12.6	-0.3	0.1	4.8	-0.5	-1.3	-7.5
Cc1ccc(NC(=O)CSc2nc3ccccc3c(=O)n2CCCN2CCCCC2)cc1Cl	0.0	1.9	14.2	-1.1	0.7	-7.2	-9.1	-8.9	1.6
CCC(=O)c1ccc(OCC(=O)OCC(=O)NC2CCCCCC2)cc1	2.0	-8.4	-1.5	1.0	0.1	-4.0	2.3	12.2	-9.4
O=C(CN1CCS(=O)(=O)CC1)NNC(=O)C1CCCCC1	3.0	8.6	5.8	0.5	-0.1	3.4	1.4	4.9	5.6
O=c1[nH]c2ccccc2cc1CN(CC1CCCO1)S(=O)(=O)c1ccccc1 (stereo not given)	1.0	-1.3	9.4	-0.8	0.1	3.0	2.8	0.7	-8.0
Cc1ccc(C(=O)COC(=O)C2C3C=CC(C3)C2C(=O)OCC(=O)c2ccc(C)c(C)c2)cc1C (stereo not given)	2.0	3.2	11.1	0.1	0.3	2.2	-6.2	-6.2	-1.1
O=S(=O)(c1ccc(OCC(O)CN2CCN(c3ccccc3Cl)CC2)cc1)N1CCOCC1 (stereo not given)	0.0	5.6	11.8	3.7	0.0	-4.7	4.9	-0.7	5.4
Cc1ccc(OCC(=O)NCCNC(=O)COc2ccc(C)cc2)cc1	0.0	2.0	13.7	0.8	-0.1	1.5	0.8	-8.2	-4.8
